# From PubChem BioAssay
# WRN inhibitor: blocks human WRN helicase. hit rate 0.46% among 360,000. WRN helicase unwinding, fluorescent forked duplex, kinetic. Potency, µM (top dose mostly 114 µM), inactives show top-dose activity change, negative = inhibition, hits mostly inhibitors. Q14191; further: potency means the concentration at half of the fitted maximal effect; on the % scale 0 is the no-effect control and ±100 the full control effect; nearly all actives have a fitted effect of over 55% in size
#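 Enzyme (20 nM final) and test compound sit together 15 min at room temperature before substrate addition. Substrate is a single-forked duplex oligonucleotide (100 nM) labelled with fluorophore and quencher, with 2 mM ATP; helicase unwinding raises red fluorescence, read kinetically.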
# PI5P4K alpha inh: PI5P4K alpha (human) kinase inhibition | P48426 | PI5P4Kalpha enzyme, ADP-Glo luminescence, 60 min; hits give low values | max response, % | hit rate 1.2% among 330,000 | AID 652105; active means max response of -50% or lower; inconclusive means between -30% and -50%; inactive means -30% or higher; further: value at the top dose of about 77 µM; on the % scale 0 is the no-effect control and ±100 the full control effect
#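 Quantitative HTS of the MLSMR library against PI5P4Kalpha with substrate. ATP added last at 5 microM final; room temperature, 60 minutes. Remaining ATP depleted, ADP converted and read as luminescence.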
# GLP-1R inv ag: acts as inverse agonist at human GLP-1 receptor; P43220; HEK293 GLP-1R CRE-luciferase, luminescence, 24 h; GLP-1R form is constitutively active; Potency, µM (series often up to 38.3 µM), inactives show top-dose activity change, negative = inhibition, actives largely listed as inhibitors; hit rate 1.6% among 410,000; further: potency means the concentration at half of the fitted maximal effect; on the % scale 0 is the no-effect control and ±100 the full control effect; nearly all actives have a fitted effect of over 55% in size
# Target sequence (P43220 whole entry, looked up): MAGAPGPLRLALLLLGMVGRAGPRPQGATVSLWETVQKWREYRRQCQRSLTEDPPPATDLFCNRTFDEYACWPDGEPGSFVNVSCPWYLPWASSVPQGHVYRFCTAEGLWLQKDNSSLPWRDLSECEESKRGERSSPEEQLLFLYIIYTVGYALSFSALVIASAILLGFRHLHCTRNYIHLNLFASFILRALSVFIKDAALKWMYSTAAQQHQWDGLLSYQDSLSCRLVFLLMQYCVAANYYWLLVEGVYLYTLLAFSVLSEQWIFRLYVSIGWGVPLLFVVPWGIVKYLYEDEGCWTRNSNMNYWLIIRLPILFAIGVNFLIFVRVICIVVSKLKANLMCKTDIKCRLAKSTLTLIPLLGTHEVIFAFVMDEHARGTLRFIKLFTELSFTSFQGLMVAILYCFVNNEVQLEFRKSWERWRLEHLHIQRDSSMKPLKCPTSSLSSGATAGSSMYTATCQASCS
#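 GLP-1R inverse agonism mode: basal reporter luminescence in engineered HEK293 cells measured after one day of compound exposure at 37 deg C, with a 12 min room-temperature detection step.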
# HEK293 tox: cytotoxic in the GLP-1 receptor inverse agonist counter-screen; HEK293 cAMP-luciferase reporter cells, luminescence, 24 h; Potency, µM (series often up to 38.3 µM), inactives show at the top dose activity change, negative = inhibition, hits mostly inhibitors; hit rate 0.13% among 410,000; AID 624418;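 further: loss of luciferase light is scored as toxicity; potency means the concentration at half of the fitted maximal effect; on the % scale 0 is the no-effect control and ±100 the full control effect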
#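 A 23 nL compound transfer followed 12 hours of cell culture at 37 deg C; exposure then lasted 24 hr. Luciferase assay detection reagent was dispensed and plates read for luminescence after a 12 min room-temperature wait.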
# IL2 activator: activates IL-2 in a cell-based reporter assay | IL-2 activation reporter assay, cell-based qHTS; stimulated with anti-CD3/CD4/CD28 beads; in transgenic mouse T cells | activation, % (series mostly up to about 46 µM) | hit rate 0.065% among 360,000 | AID 652025; in the data active means activation above about 50%; inconclusive means mostly about 30% to 49%; further: 0% is about no effect
#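 Unstimulated transgenic mouse T cells preincubated 60 min with compound, then stimulated with anti-CD3/anti-CD4-coated beads plus anti-CD28 for 18 h at 37 degrees C. IL-2 response read as EGFP and DsRed fluorescence by plate cytometry.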
# D3 ag: D3 dopamine receptor (human) agonism | P35462 | D3R DiscoveRx beta-arrestin cells, luminescence, 90 min | max activation, % | hit rate 0.58% among 410,000 | AID 652048; in the data active means max activation above about 30%; further: 0% is about no effect; mostly tested at two doses, the higher about 12 µM
#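 Agonist-mode cell screen: cells plated at 1500/well and incubated overnight at 37 °C, then exposed to library compounds for 90 min at 37 °C. Detection reagent was added for 30–60 min at room temperature, and luminescence was read.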
# PLK1 PBD inh: inhibitors of human PLK1 polo-box domain binding | P53350 | Plk1 PBD binding of FITC phosphopeptide, fluorescence polarization | Potency, µM, inactives show max response, negative = inhibition, hits mostly inhibitors | hit rate 2.8% among 360,000 | AID 720504; further: potency means the concentration at half of the fitted maximal effect; series mostly up to about 57 µM; on the % scale 0 is the no-effect control and ±100 the full control effect; nearly all actives have a fitted effect of over 65% in size
# Target sequence (P53350 whole entry, looked up, the tested form may be a part): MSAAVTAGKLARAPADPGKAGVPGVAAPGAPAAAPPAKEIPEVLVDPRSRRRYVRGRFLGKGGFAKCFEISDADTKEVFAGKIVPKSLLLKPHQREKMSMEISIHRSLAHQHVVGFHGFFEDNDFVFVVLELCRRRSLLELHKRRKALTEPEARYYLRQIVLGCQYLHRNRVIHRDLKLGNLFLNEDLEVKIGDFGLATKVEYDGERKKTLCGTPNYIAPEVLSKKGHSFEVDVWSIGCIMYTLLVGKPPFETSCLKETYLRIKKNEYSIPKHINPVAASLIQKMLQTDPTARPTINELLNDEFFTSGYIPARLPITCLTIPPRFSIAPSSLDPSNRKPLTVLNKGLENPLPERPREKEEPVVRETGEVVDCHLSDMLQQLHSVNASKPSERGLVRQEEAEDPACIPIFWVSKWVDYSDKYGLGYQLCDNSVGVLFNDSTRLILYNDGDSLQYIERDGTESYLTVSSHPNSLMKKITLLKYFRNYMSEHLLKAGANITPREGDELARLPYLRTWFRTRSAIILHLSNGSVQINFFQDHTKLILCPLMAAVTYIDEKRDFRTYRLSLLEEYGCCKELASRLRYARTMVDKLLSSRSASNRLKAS
# D3 antag: antagonists of human D3 dopamine receptor | P35462 | D3R cells, DiscoveRx beta-arrestin luminescence, antagonist mode; hits give low values | max response, negative = inhibition, % | hit rate 2.5% among 360,000 | AID 652054; in the data active means max response below about -50%; inconclusive means no clear call, values can overlap the other calls; further: on the % scale 0 is the no-effect control and ±100 the full control effect; mostly tested at two doses, the higher about 12 µM
#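 Cells plated overnight at 1500 cells/well, then exposed to library compounds with dopamine controls for 90 minutes at 37 degrees C. DiscoveRx reagent added for 30–60 minutes at room temperature; luminescence read, quantitative HTS format.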
# GLP1R ag: GLP-1 receptor (human) agonism | P43220 | HEK293 GLP-1R CRE-luciferase, luminescence, 4-6 h; cells express a hypersensitive GLP-1R form | Potency, µM (highest dose often 45.6 µM), inactives show at the highest dose activation, hits mostly activators | hit rate 0.007% among 380,000; further: potency means the concentration at half of the fitted maximal effect; % of control where 0% means no effect
# Numbers without * were called inactive; ? = inconclusive; / = no result given; & = joins results of further samples; [ ] = another dose, or the depositor's remark. Unless noted, the call rests on the fitted dose curve; in most records, active means well fitted curve in the direction sought with a large enough effect; inconclusive means small, poorly fitted or top-dose-only effect, or another doubt; inactive means no such curve, though single readings can be large; an effect the other way counts as inactive or inconclusive. This is a subset. The share of hits here may be higher or lower than overall.
1. CCOC(=O)c1[nH]ncc1CN1CCCC(C(=O)c2cccc(Cl)c2)C1 (centres undefined)
2. O=C(N/N=C/c1c(O)n(C2CC2)c(=S)[nH]c1=O)c1ccccc1O
3. COc1cc(CN2C(=O)NC(=O)C3(Cc4cc(C)ccc4N(C)C3)C2=O)cc(OC)c1 (centres undefined)
4. COc1ccccc1CCNC1CCCCCC1
5. COc1ccc(-n2nnnc2C(c2cccc(OC)c2OC)N2CCC(n3c(=O)[nH]c4ccccc43)CC2)cc1 (centres undefined)
6. COc1ccc(NC(=S)NC(NC(=O)CF)C(Cl)(Cl)Cl)c([N+](=O)[O-])c1 (centres undefined)
7. O=[N+]([O-])c1ccc(Sc2nc3ccccc3o2)c([N+](=O)[O-])c1
8. O=c1[nH]c(=O)n(Cc2ccco2)c(O)c1/C=N/N1CCCCCC1
entry no.	1	2	3	4	5	6	7	8
D3 antag	1	8	-8	?	18	0	-21	18
PLK1 PBD inh	-7%	-2%	-23%	-6%	-2%	-8%	5.3µM*	-3%
D3 ag	-15	7	-2	-13	10	-6	-25	-4
GLP1R ag	-3%	0%	3%	-2%	-6%	-1%	-15%	3%
HEK293 tox	-6%	-4%	-6%	-10%	?	20%	?	9%
PI5P4K alpha inh	2	-58*	/	-2	-1	-2	/	1
WRN inhibitor	0%	-21%	-1%	-10%	-3%	9%	?	-8%
GLP-1R inv ag	-20%	-16%	7%	?	?	0%	-16%	10%
IL2 activator	0.3	5.1	-3.9	0.7	-0.9	0.1	-3.4	0.5

9. Cc1ncc(CO)c(/C=N/NC(=S)Nc2cccc(Cl)c2)c1O
10. CC(=O)C1CCC2C3CC(O)C4CC(O)CCC4(C)C3CCC12C (centres undefined)
11. C[C@@]12C(=O)N(Cc3ccco3)CC(=O)N1[C@H]1c3ccccc3OC[C@@H]1[C@@H]2c1ccccc1
12. CCN(CC)CCNc1ccc(CO)c2sc3ccccc3c(=O)c12
13. COc1ccc(/C=C/C(=O)c2c(O)n(CCC3=CCCCC3)c(=O)[nH]c2=O)cc1
14. COC(=O)C(O)(c1ccc(NC(=O)c2ccccc2)cc1)C(F)(F)F (centres undefined)
15. Cc1c(C)c2ccc(OCC(=O)N3C[C@H]4C[C@@H](C3)c3cccc(=O)n3C4)c(C)c2oc1=O
16. C1CC2OC2CC1C1CO1 (centres undefined)
entry no.	9	10	11	12	13	14	15	16
D3 antag	-20	-1	?	-63*	2	6	-15	7
PLK1 PBD inh	21µM*	-2%	-9%	-18%	?	4%	-4%	0%
D3 ag	5	-16	-5	-48&-11	0	-1	5	-24
GLP1R ag	-1%	-4%	-5%	-6%&-4%	-4%	11%	1%	-1%
HEK293 tox	40%[activator]	1%	1%	?	3%	1%	0%	2%
PI5P4K alpha inh	-29	-9	-20	7	?	0	0	9
WRN inhibitor	-6%	0%	-1%	-16%	-13%	0%	2%	7%
GLP-1R inv ag	-21%	7%	?	?	0%	-8%	22%	13%
IL2 activator	-2.7	-0.3	0.6	-0.7	-1.1	-0.8	0.0	-0.2

# Just IL2 activator, for some of the entries so far:
no.	Structure	IL2 activator
5	COc1ccc(-n2nnnc2C(c2cccc(OC)c2OC)N2CCC(n3c(=O)[nH]c4ccccc43)CC2)cc1 (centres undefined)	-0.9
6	COc1ccc(NC(=S)NC(NC(=O)CF)C(Cl)(Cl)Cl)c([N+](=O)[O-])c1 (centres undefined)	0.1
7	O=[N+]([O-])c1ccc(Sc2nc3ccccc3o2)c([N+](=O)[O-])c1	-3.4
8	O=c1[nH]c(=O)n(Cc2ccco2)c(O)c1/C=N/N1CCCCCC1	0.5

# Screen by screen, from the results shown.
# Nos. 10–16 in IL2 activator, in turn: -0.3, 0.6, -0.7, -1.1, -0.8, 0.0, -0.2

# The results go on.
17. Cc1c(C(=O)c2ccccc2)c2ccccc2n1C
18. Cc1ccc(CN2CCN(CC(=O)N3CCC4(CC3)OCCO4)C2=O)cc1
19. Cc1cc(C=C2C(=O)N(C)C(=S)N(C)C2=O)c(C)n1-c1cccnc1
20. CN1CCC(c2c[nH]c3ccccc23)C1 (centres undefined)
21. O=C(CNC(=O)OCc1ccccc1)NCC(=O)Nc1ccc(Br)cc1C(=O)c1ccccc1
22. CCCn1c(=N)n(CC(=O)c2ccc(Cl)c(Cl)c2)c2ccccc21
23. COc1ccc(CCn2c(O)c(/C=N/NC(=O)c3ccncc3)c(=O)[nH]c2=O)cc1OC
24. CC(=O)OC1(c2ccccc2)CCN(C)CC1(C)C (centres undefined)
entry no.	17	18	19	20	21	22	23	24
D3 antag	9	9	3	-100*	9	-24	-9	7
PLK1 PBD inh	2%	30µM*	2.1µM*	-16%	-30%	-14%	-16%	-1%
D3 ag	1	2	-6	-2	3	4	2	1
GLP1R ag	11%	0%	-15%	-2%	4%	9%	21%	-1%
HEK293 tox	-8%	2%	-13%	-9%	-2%	?	89%[activator]	8%
PI5P4K alpha inh	0	4	?	8	2	16	-82*	-2
WRN inhibitor	5%	8%	?	-1%	-9%	6%	-29%	-1%
GLP-1R inv ag	16%	7%	23%	-15%	1%	?	29%	-6%
IL2 activator	-2.0	-1.9	-0.1	0.3	-0.5	-0.2	-0.5	0.3

25. Cc1ccc(S(=O)(=O)N(C)c2ccc(C(=O)NCC3(N(C)C)CCCCC3)cc2)cc1
26. CN(C)c1ccc(C(=O)N/N=C/C23CC[C@@H](O)CC2(O)CC[C@@H]2[C@@H]3CCC3(C)C(C4=CC(=O)OC4)CCC23O)cc1 (some centres undefined)
27. CN(CC(=O)Nc1cccc(F)c1)CC(=O)Nc1cccc(S(=O)(=O)N(C)c2ccccc2)c1
28. O=C1CCN(C(=O)CNC(=O)Cc2ccccc2)CC1
29. CCn1cc(CN2CCCC(C(=O)c3sccc3C)C2)cn1 (centres undefined)
30. [O-][n+]1onc2c1CCC1N(O)CCC21O (centres undefined)
31. CC(Oc1ccc(Cl)cc1Cl)C(=O)Nc1ccc(S(=O)(=O)Nc2cnc3ccccc3n2)cc1 (centres undefined)
32. CCOc1ccc(N(Cc2ccc(C(=O)O)cc2)S(=O)(=O)c2ccc(C)cc2)cc1
entry no.	25	26	27	28	29	30	31	32
D3 antag	-3	9	6	1	-18	-15	5	9
PLK1 PBD inh	-9%	-13%	0%	0%	-6%	-7%	13µM*	-9%
D3 ag	-6	10	1	9	-26	-10	3	-4
GLP1R ag	4%	-7%	-8%	0%	7%	-5%	9%	-2%
HEK293 tox	16%	?	?	0%	-3%	4%	-15%	?
PI5P4K alpha inh	1	2	1	0	-23	/	-23	-4
WRN inhibitor	-1%	2%	-30%	-13%	9%	-4%	-11%	-13%
GLP-1R inv ag	3.2µM*	?	?	-2%	-10%	-7%	-23%	?
IL2 activator	1.0	0.2	-0.1	0.3	0.8	0.1	1.1	0.7

33. c1ccc(NC2=NCCS2)cc1
34. CN1CCN(C(=O)COc2ccc(S(=O)(=O)NCc3ccccc3)cc2Cl)CC1
35. CCN1CCC(N(C)C2CCCCC2)CC1
36. CN1C(=O)CN=C(c2ccc(Cl)cc2)c2cc(Cl)ccc21
37. Fc1ccccc1CCNCc1cccc2ccccc12
38. CN(C)C(=O)Oc1c(Cl)cc(Cl)c2ccccc12
39. CCC1CN(C)CCC1(OC(C)=O)c1ccccc1 (centres undefined)
40. Cc1cc(=O)oc2c(C)c(OCC(=O)N3CCN(Cc4ccccc4)CC3)ccc12
entry no.	33	34	35	36	37	38	39	40
D3 antag	1	-2	-1	24	-27	8	-20	11
PLK1 PBD inh	-1%	-8%	-8%	-1%	-3%	-5%	-7%	-7%
D3 ag	8	2	8	13	-5	3	2	-12
GLP1R ag	4%	5%	-15%	9%	-3%	-2%	-9%	-4%
HEK293 tox	-2%	4%	-5%	-2%	-17%	7%	2%	-5%
PI5P4K alpha inh	2	/	-2	-4	3	14	0	6
WRN inhibitor	-3%	-7%	-14%	-7%	-20%	-7%	3%[57.1 µM]	-12%
GLP-1R inv ag	27%	-6%	-20%	-25%	?	11µM*	-10%	3%
IL2 activator	-1.2	-1.1	0.7	-0.2	-0.1	-2.4	-0.7	-2.7

# Among those listed so far, 4 have fluorine:
6. COc1ccc(NC(=S)NC(NC(=O)CF)C(Cl)(Cl)Cl)c([N+](=O)[O-])c1 (centres undefined)
14. COC(=O)C(O)(c1ccc(NC(=O)c2ccccc2)cc1)C(F)(F)F (centres undefined)
27. CN(CC(=O)Nc1cccc(F)c1)CC(=O)Nc1cccc(S(=O)(=O)N(C)c2ccccc2)c1
37. Fc1ccccc1CCNCc1cccc2ccccc12
entry no.	6	14	27	37
D3 antag	0	6	6	-27
PLK1 PBD inh	-8%	4%	0%	-3%
D3 ag	-6	-1	1	-5
GLP1R ag	-1%	11%	-8%	-3%
HEK293 tox	20%	1%	?	-17%
PI5P4K alpha inh	-2	0	1	3
WRN inhibitor	9%	0%	-30%	-20%
GLP-1R inv ag	0%	-8%	?	?
IL2 activator	0.1	-0.8	-0.1	-0.1

# (continued)
41. C=CCn1c(O)c(C(C)=NCCCN2CCOCC2)c(=O)[nH]c1=O
42. C=COCCn1c(C)c(C(=O)OCC)c2cc(O)ccc21
43. CCC1(OC(=O)CN)C(=O)OCc2c1cc1n(c2=O)Cc2cc3ccccc3nc2-1 (centres undefined)
44. COc1ccc(CCNC2(C#N)CCCCC2)cc1OC
45. COc1cc(C(C)=O)ccc1OC(=O)N(C)c1ccccc1
entry no.	41	42	43	44	45
D3 antag	-25	3	?	-5	-27
PLK1 PBD inh	-3%	3%	-8%	6%	-7%
D3 ag	-6	1	-17	-6	1
GLP1R ag	4%	19%	-4%	-3%	-4%
HEK293 tox	-5%	1%	38%[activator]	-3%	1%
PI5P4K alpha inh	/	1	4	1	-3
WRN inhibitor	2%	-3%	-7%	8%	-3%
GLP-1R inv ag	0%	0%	-96%	2%	5%
IL2 activator	5.5	0.3	-5.9	-3.7	-0.3
